KLF5 inh = kruppel-like factor 5 inhibition; AID 1700; DLD-1 KLF5 promoter-luciferase reporter, luminescence; inhibition, % at 5 µM; 290,000 tested, 0.23% active;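 active = inhibition above a per-plate limit of that plate's mean compound inhibition plus 3 SD, cut at about 60% in these data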;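 note: 0% = DMSO wells and 100% = LY294002 at 200 µM; higher means less KLF5 promoter-driven luciferase light; inactives centre near -14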
aSyn UTR inh = 5' untranslated region of α-synuclein, MLPCN primary screen | AID 1813 | alpha-synuclein 5'UTR reporter, inhibitor activity | 300,000 tested, 0.82% active | inhibition, % (tested at 7.5 µM); in the data active = inhibition above about 60%; inconclusive = no clear call, values can overlap the other calls;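 note: H4 neuroglioblastoma cells stably carrying SNCA 5'UTR luciferase fusion; 0% = DMSO wells and 100% = positive control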
Platelet DG rel = platelet dense granule release activity. 300,000 tested, 0.22% active. inhibition, %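 (compounds screened at 7.5 µM in platelet-rich plasma)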. human platelet-rich plasma, SFLLRN dense granule ATP release, luminescence;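 active = mean replicate score, as percent of positive control, at or above 50; inconclusive = mean below 50 but at least one replicate at or above 50; inactive = mean and every replicate below 50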
HSF1 inh = HSF1 inhibition. NIH3T3-HGL HSE-luciferase, MG132-induced, luminescence 8 h; hits give low values. AID 2098. activity change, negative = inhibition, % at 7.5 µM (by protocol). 300,000 tested, 0.77% active;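 active = more than half of replicate wells show activity change below -50%, luminescence cut by over half; inconclusive = some wells, but at most half, below -50%; inactive = no replicate well below -50%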;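 note: luciferase reports HSF-1 transcriptional activity via heat shock element; 0% = median of DMSO wells and -100% = zero luminescence signal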
HIF activator = HIF pathway transcriptional activation. AID 1910. 300,000 tested, 0.32% active. activation, % at 7.5 µM (by protocol). U2OS HRE-luciferase reporter, luminescence; normalized: DMSO 0%, desferrioxamine 100%;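 active = mean activation of at least 10% of the iron chelator positive control signal, with at least half of replicates also reaching 10%; inconclusive = mean and replicate majority disagree about reaching 10%; inactive = mean and most replicates under 10%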
AI-2 QS modul = modulators of Vibrio harveyi AI-2 quorum sensing system; Vibrio harveyi JMH597 AI-2 luminescence/OD600 ratio, 9 h; hits give low values; strain lacks LuxN and CqsS sensors; 0 = neutral-control median; activity change, % at 7.5 µM; 300,000 tested, 0.4% active; AID 2094; in the data active = activity change below about -75%, passing the limit was not always enough; inconclusive = no clear call, values can overlap the other calls;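 note: luminescence divided by OD600 gain over 9 h not by final OD600 alone; inactives centre near 13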
SKKanGAS inh = inhibitors of SKKanGAS S. pyogenes growth in kanamycin (SK-promoter or general growth effect) | BacTiter-Glo, 6 h | inhibition, % at 7.5 µM | 300,000 tested, 1.3% active;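 active = mean replicate score, as percent of positive control median, at least 50; inconclusive = mean below 50 but one replicate at or above 50; inactive = mean and every replicate below 50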;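 note: strain carries kanamycin resistance gene driven by streptokinase promoter and grows in 40 µg/ml kanamycin; loss of luminescence reflects streptokinase promoter inhibition or plain growth inhibition; 0% = median of DMSO wells and 100% = positive control at its reference dose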
HSF1 activator = increases HSF-1 driven luciferase reporter signal. activation, % at 9 µM. NIH3T3-HGL HSF-1 luciferase reporter, MG132, 8 h; 100% = twice DMSO control signal. AID 504408. 300,000 tested, 1.7% active;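 active = mean replicate activation of at least 50% with a set share of replicates each reaching 50%; inconclusive = only one of those two conditions met; inactive = mean below 50% and too few replicates reaching it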;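 note: 0% = median of the neutral control wells and 100% = twice that signal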
IEC-6 tox = IEC-6 cytotoxicity, counter-screen for KLF5 inhibitors. luminescence viability. inhibition, % at 5 µM. 290,000 tested, 0.78% active; in the data active = inhibition above about 22%;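 note: 0% = plate median of test compound wells and 100% = cytotoxic reference compound wells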
HSP90 inh = blocks HSP90-mediated luciferase refolding in reticulocyte lysate | Rabbit reticulocyte lysate, luciferase refolding luminescence, 3 h | inhibition, % at 5.6 µM | 290,000 tested, 0.91% active | AID 1789;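 active = inhibition above the screen-wide mean plus 3 SD, computed separately per campaign, cut at about 16% in these data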;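 note: 0% = DMSO wells and 100% = 60 µM geldanamycin wells; inhibitors lower the luminescence because luciferase stays unfolded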
The depositor's hits bear a star; ? = inconclusive; / = no result given.

SMILES	KLF5 inh	aSyn UTR inh	Platelet DG rel	HSF1 inh	HIF activator	AI-2 QS modul	SKKanGAS inh	HSF1 activator	IEC-6 tox	HSP90 inh
CC(=O)Nc1ccccc1-c1nnc(SCc2ccccc2Cl)[nH]c1=O	-23.3	7.8	-1.4	2.8	0.1	18.5	5.4	2.6	-2.0	1.1
O=c1cc(/N=C/c2coc3c(ccc4ccccc43)c2=O)[nH]c(=S)[nH]1	-5.5	-5.3	9.6	3.9	0.0	21.2	86.5*	13.0	5.9	0.8
CCN(CC)S(=O)(=O)c1ccc(N2CCOCC2)c(NS(=O)(=O)c2ccc(C(C)C)cc2)c1	3.1	22.5	-2.8	-7.7	0.0	21.9	9.4	5.1	-3.1	-0.8
CC(C)NC(=O)NC(=O)COC(=O)c1ccccc1F	-21.3	14.9	15.8	-2.6	-0.7	-14.6	1.2	7.6	-12.6	1.8
O=P(CCNCc1ccco1)(c1ccccc1)c1ccccc1	-5.0	-15.5	-8.5	-2.2	-0.2	6.1	1.0	-3.3	-9.3	-2.1
CCOC(=O)c1ccc(-c2c(-c3cc(OC)c(OC)c(OC)c3)noc2C)cc1F	59.3	?	3.3	-15.7	0.6	8.7	0.5	-33.8	76.4*	2.3
O=C1CN(C(=O)c2ccccc2F)C(c2ccccc2)c2cc(F)ccc2N1 (configuration not stated)	-5.4	17.9	5.8	18.0	-1.3	10.3	5.1	2.9	1.0	6.4
COc1ccc(N2CCN(C(=O)CN(C)S(=O)(=O)c3cc(C)ccc3OC)CC2)cc1	-12.8	-10.9	3.0	-3.3	464.5*	38.4	-2.1	15.4	-6.9	-1.1
O=C(NC1CC1)C1Nc2ccc(OC(F)(F)F)cc2C2C=CCC12 (configuration not stated)	/	-18.6	-6.1	23.3	0.3	31.5	7.6	37.6	/	/
COCCn1c(SCC(=O)Nc2ccccc2F)nnc1-c1ccoc1C	-15.2	2.0	3.7	-7.4	0.0	26.0	-1.5	-9.8	2.5	-1.4
CCOC(=O)N1CCC(n2c(=S)[nH]c3ccccc3c2=O)CC1	-13.5	16.3	-4.8	-19.2	-0.5	3.2	-1.2	-36.0	-4.5	1.8
Cc1nc2ccccn2c1C(=O)N/N=C/c1ccccc1Cl	-36.4	14.7	-2.1	7.3	0.0	23.7	-4.2	2.4	-5.0	-1.6
CC(C)CC(=O)N1CCN(C(=O)CCC2CCCC2)CC1	0.6	/	/	/	/	24.8	/	/	-2.6	4.2
O=C(Nc1cc(C(F)(F)F)ccc1Cl)c1cccc(N2C(=O)CCC2=O)c1	-5.2	-13.2	-2.3	1.8	0.1	16.0	0.4	-4.1	0.7	-2.9
Cc1onc(-c2ccccc2)c1C(=O)OCC(=O)Nc1cc(S(=O)(=O)N2CCOCC2)ccc1Cl	3.7	-3.0	12.6	10.7	-0.9	8.6	2.8	34.8	4.2	2.3
CCN=c1sc(C(=O)Nc2ccccc2)c(C)n1CC	-16.1	29.0	18.8	-1.1	-0.5	5.8	-1.9	-12.9	8.9	-0.2
CCCn1c2ccc(F)cc2c2nnc(NN)nc21	-10.7	13.2	9.3	0.7	-1.1	26.4	10.4	23.1	-1.3	-6.5
Cn1c(N)c(C(=O)COC(=O)c2ccc3c(c2)C(=O)N(c2ccc(Cl)cc2)C3=O)c(=O)n(C)c1=O	-3.4	3.0	-1.0	6.2	-0.5	15.1	3.8	9.2	-3.7	0.8
CC1CC(C)CN(c2oc(-c3ccccc3F)nc2C#N)C1 (configuration not stated)	-2.5	-4.8	1.7	-0.4	-0.9	14.7	4.9	-4.3	-7.8	0.0
CC(C)(C)NC(=O)c1cccc(NC(=O)Cc2cccs2)c1	-32.3	-10.9	-33.4	-77.5*	-0.3	-0.6	-10.6	-83.4	1.1	-2.7
CC1Cc2ccccc2N1C(=O)c1ccc(N2CCCC2)c([N+](=O)[O-])c1 (configuration not stated)	-11.3	-9.2	9.6	-3.9	0.1	8.5	-8.5	18.3	7.8	-5.5
CC(Sc1ncc(C(F)(F)F)cc1Cl)C(=O)NC(N)=O (configuration not stated)	-24.9	9.6	-10.6	-14.7	1.0	-8.0	-13.3	-10.4	-0.2	-1.3
CCC(C)c1ccc(NC(=O)NCCN2CCCCC2)cc1 (configuration not stated)	5.0	-19.6	-0.3	-4.8	-29.3	-0.1	1.3	-10.7	-0.9	0.1
C#CCSc1nnc(-c2sc(-c3ccccc3)nc2C)n1C	-16.4	-66.8	3.2	-2.0	0.2	-52.8	-0.7	11.3	-9.1	0.4
COc1cc(C(=O)Nc2nnc(-c3sccc3C)s2)cc(OC)c1OC	-17.7	-13.4	5.7	-2.4	-1.6	24.8	3.5	7.7	2.2	0.7
CCn1c(CNC(=O)COc2ccc(C(C)C)cc2)nnc1SCC(=O)Nc1ccccc1C(C)C	-31.5	6.7	0.3	14.4	0.1	63.0	2.2	8.8	-1.3	-1.6
COc1cc(CN2CCCC(N3CCN(c4ccccc4C)CC3)C2)cc(Cl)c1O (configuration not stated)	-35.8	-3.5	-3.7	2.2	0.5	15.4	-5.7	-1.3	-4.0	-2.3
O=c1[nH]c2ccc(S(=O)(=O)Nc3ccccc3O)cc2[nH]1	-12.0	0.1	-3.6	-3.5	-1.7	-1.8	-2.0	-6.1	-0.8	-2.3
C=CCc1c(C)nc2c(OC)cccc2c1Cl	-6.7	/	/	/	/	0.4	/	/	1.9	3.3
CCOC(=O)c1sc(NC(=O)C(CC)OC(=O)c2ccco2)nc1C (configuration not stated)	-19.7	8.4	3.1	1.7	0.0	?	-0.1	10.1	-3.0	1.7

Limited to HSF1 activator (2 entries from above):
smiles	HSF1 activator
O=P(CCNCc1ccco1)(c1ccccc1)c1ccccc1	-3.3
CCn1c(CNC(=O)COc2ccc(C(C)C)cc2)nnc1SCC(=O)Nc1ccccc1C(C)C	8.8

(more compounds)
SMILES	KLF5 inh	aSyn UTR inh	Platelet DG rel	HSF1 inh	HIF activator	AI-2 QS modul	SKKanGAS inh	HSF1 activator	IEC-6 tox	HSP90 inh
CCn1c(=O)c(=O)[nH]c2cc(C(=O)NC3CC3)ccc21	-3.6	-2.1	0.3	-3.0	/	17.1	1.2	-0.4	4.6	1.0
CCN1/C(=C2\C(=O)N(c3ccccc3)N=C2C)C=Cc2cc(C)ccc21	0.8	1.6	3.8	-8.1	0.3	29.8	-7.4	-9.2	2.9	1.9
COc1ccc(CCNC(=O)c2ccccc2-c2ccccc2C(=O)O)cc1OC	-19.8	-11.1	-6.8	-1.7	-7.0	24.2	-13.7	17.6	-8.5	2.7
C=CCn1c(SCC(=O)Nc2cccc(S(=O)(=O)N(C)c3ccccc3)c2)nnc1C1CC1	/	6.1	3.6	-6.4	2.3	11.8	0.6	-1.6	/	/
FC(F)(F)c1cc(C(F)(F)F)c2ccc(N3CCN(c4ncccn4)CC3)nc2n1	-1.9	8.4	11.1	3.2	0.0	1.6	6.7	-6.4	6.4	3.1
O=[N+]([O-])c1ccc(CP(=O)(c2ccccc2)c2ccccc2)cc1	3.0	-14.0	-7.3	1.9	-1.6	9.5	2.9	9.7	6.1	2.0
COc1cccc(/C=N/Nc2nc3ccccc3[nH]2)c1O	36.3	32.7	5.6	31.1	11.0*	-0.9	78.9*	48.8	4.7	1.4
CCC(CC)NC(=O)Cc1ccc(S(=O)(=O)N2CCOCC2)s1	7.9	0.1	8.7	-5.2	-0.2	24.9	-0.7	-1.9	-1.2	1.9
Cc1cc(/C=N/NC(=O)c2ccc(O)cc2)c(C)n1C1CC1	0.3	0.8	-0.6	-2.7	-0.2	7.8	-1.0	15.7	5.2	3.9
Cc1cc(C)c(S(=O)(=O)NCC(=O)O)cc1C	-21.1	-10.4	4.0	-2.3	0.0	1.8	2.9	9.5	2.4	1.9
COc1ccc2c(-c3ccccc3)cc(SCC(=O)NC(N)=O)nc2c1	-21.5	/	-26.5	/	/	15.9	-9.6	/	0.2	0.8
CC1=C(C(=O)OC(C)C)C(c2c(O)ccc3ccccc23)NC(=O)N1 (configuration not stated)	2.0	-14.1	2.4	-0.5	0.3	8.6	4.2	8.9	0.6	2.1
COc1cc(NC(=O)CN2CCC(C(N)=O)(N3CCCCC3)CC2)c(OC)cc1Cl	-13.7	10.0	8.7	2.4	-1.2	3.7	-2.3	-17.6	8.0	-4.8
CCC(=O)Nc1ccc(S(=O)(=O)Nc2cccc(C)c2)cc1OC	8.2	-4.4	1.6	3.2	1.3	17.7	-0.4	5.5	5.0	-0.3
Cc1ccc(NS(=O)(=O)N2CCOCC2)cc1Cl	-13.0	1.5	-0.5	6.8	-0.4	1.7	3.0	-13.3	1.7	0.4
O=C1c2cccnc2C(Nc2ccc(F)c(Cl)c2)N1Cc1cccs1 (configuration not stated)	-38.2	0.8	14.9	-36.7	-0.1	6.8	-1.8	-48.4	0.6	6.5
CCc1ccc(NC(=S)N2CCC(NC(=O)c3ccccc3)CC2)cc1	-21.9	23.6	-1.0	-24.8	0.0	15.2	1.1	-22.6	4.0	0.3
Cc1ccc(NC(=O)CCC(=O)NNC(=S)Nc2ccc(F)cc2)c(C)c1	-13.8	1.9	3.0	-3.0	0.7	12.2	-1.0	-0.2	1.7	-2.8
COc1ccc(NC(=O)CSc2nc3ccccc3c(=O)n2CCNC(C)=O)cc1	-18.1	-6.2	-7.0	-2.6	0.3	13.9	2.6	2.1	1.1	-2.4
COc1ccccc1CNS(=O)(=O)c1ccc2c(c1)NC(=O)CS2	-51.0	6.2	-3.3	4.0	-0.2	9.6	-1.0	-7.8	-1.1	2.1
Cc1ccc(NC(=O)CO/N=C(\N)c2nonc2N)cc1	-49.9	-11.6	-3.3	-0.7	0.1	9.9	0.8	12.6	-1.3	-0.1
COc1cc(OC)cc(-c2nc3nc(C)c(CCC(=O)NCC(OC)OC)c(C)n3n2)c1	-11.0	-10.3	5.5	-11.1	-0.3	13.0	-1.9	4.3	-2.7	3.2
Cc1ccc(CNC(=O)COC(=O)CCCOc2ccc(Cl)cc2Cl)cc1	-26.9	34.4	4.4	1.8	-0.8	67.5	-21.1	9.7	-1.5	0.1
Cc1cc(NC(=O)CSc2nc3ccccc3cc2C#N)no1	-117.1	-158.2	-2.8	23.0	3.2	3.2	-1.9	?	-3.8	-4.8
CC(=O)Nc1cccc(C(=O)Nc2nc(C)cs2)c1	-15.5	-36.3	1.8	-1.5	0.8	-3.0	-1.0	-2.2	7.9	-2.1
O=C(Cn1cc([N+](=O)[O-])cn1)Nc1ccccn1	-20.4	10.6	7.8	-4.1	0.0	4.7	-8.3	-1.8	-2.9	-5.5
O=C1CCC(=O)N1c1ccc(CSc2nc3ccccc3[nH]2)cc1	-47.7	-47.9	-4.6	12.1	1.1	6.1	-16.7	28.3	0.6	4.3
CCN1CCN(c2ccc(S(=O)(=O)N3CCOCC3)cc2NC(=O)c2ccc(C(F)(F)F)cc2)CC1	/	12.2	9.5	-6.8	0.5	19.2	-8.5	-9.7	/	/

Assay outcomes (PubChem)
